NCI-60 one-dose screen, 48 h, at 10 µM unless noted. Numbers give growth in % (100 = growth as untreated, 0 = no growth, -100 = all killed).
BT-549: BT-549 breast cancer; AID 1794793; hit rate 4.4% among 78,000
MCF7: MCF7 breast cancer; hit rate 6.3% among 82,000; AID 1794796
LOX IMVI: LOX IMVI melanoma; hit rate 7.4% among 79,000
MDA-MB-468: MDA-MB-468 breast cancer. hit rate 8.5% among 78,000. AID 2202374
SK-MEL-28: SK-MEL-28 melanoma | hit rate 4.1% among 81,000 | AID 1794761
HS 578T: HS 578T breast cancer; AID 1794788; hit rate 4.1% among 78,000
MDA-MB-231: MDA-MB-231 breast cancer | hit rate 5% among 81,000
T-47D: T-47D breast cancer | AID 1794792 | hit rate 5% among 79,000
Starred values were filed as active, the others as inactive; . = not tested or not shown. How the source made its calls: active means growth percent below 10; inactive means the rest.

The line under a structure holds: BT-549	MCF7	LOX IMVI	MDA-MB-468	SK-MEL-28	HS 578T	MDA-MB-231	T-47D
Cc1cc(C#Cc2ccccc2)ccc1-n1c(/C=C/c2cc(O)ccc2O)nc2ccccc2c1=O
 : -11.1*	2.0*	-80.6*	-36.5*	-45.3*	31.8	-24.2*	-16.8*
CCCn1cc(/C=N\N=C2\C(=O)Nc3ccc(OC(F)(F)F)cc32)c2ccccc21
 : .	71.5	94.6	88.8	108.4	109.2	100.7	65.3
O=C(O)c1cc(O)c2c(c1)[C@@H]([C@H]1c3cc(C(=O)O)cc(O)c3C(=O)c3c(O[C@H]4O[C@H](CO)[C@@H](O)[C@H](O)[C@H]4O)cccc31)c1cccc(O[C@H]3O[C@H](CO)[C@@H](O)[C@H](O)[C@H]3O)c1C2=O
 : 92.5	.	87.4	99.4	108.6	91.5	91.1	96.9
CCOC(=O)c1nn(-c2ccn(C)n2)c(C(=O)OCC)c1N
 : 105.2	96.3	97.5	141.8	103.1	94.9	94.7	103.8
Nc1ccc(-c2cc3c(NCc4ccccc4)ncnc3s2)cc1
 : 78.2	72.5	84.2	4.4*	92.3	86.5	86.0	52.4
O=C(Nc1ncc(Cc2cccc(C(F)(F)F)c2)s1)C1COc2ccccc2O1 (stereo not drawn)
 : 90.7	81.8	94.8	77.4	87.5	65.4	95.1	67.1
Cc1ccc(S(=O)(=O)Oc2ccc(-c3sc4cc(OS(=O)(=O)c5ccc(C)cc5)ccc4c3C(=O)c3ccc(OCCN4CCCCC4)cc3)cc2)cc1
 : 81.7	53.9	84.5	72.6	95.9	90.0	86.2	70.9
COc1ccc(-c2cc(-c3ccccc3)nc(SCCCCCC(=O)O)n2)cc1
 : .	98.0	100.2	118.5	106.7	101.2	103.2	98.3
O=C1/C=C/[C@@H](O)[C@@H]2C[C@@H](O)C[C@H]2/C=C/CCC[C@H]([C@H](O)CO)O1
 : 115.2	106.7	92.2	72.2	105.7	88.0	107.6	108.6
CS(=O)(=O)OCC1CCCO1 (stereo not drawn)
 : 109.6	95.2	99.6	99.9	103.3	97.1	103.6	97.7
COc1ccc(C(=O)N2CCN(C(C)=O)C2=O)cc1OC1CCCC1
 : 85.0	100.7	109.5	123.1	111.5	107.4	103.8	.
Cn1c2c(cc(S(=O)(=O)c3ccccc3)c1=O)CCc1c-2cnn1-c1ccc(Cl)cc1
 : -13.8*	-27.7*	6.8*	-43.0*	-36.7*	-10.1*	31.3	-24.2*
CS(=O)(=O)Nc1ccc(-c2ccc3c(c2)ncn3-c2ccc(NC(=O)Nc3ccc(Br)cc3)cc2)cc1
 : -36.5*	-35.1*	1.1*	-10.7*	1.6*	0.4*	13.6	-8.5*
C=CCc1ccccc1C
 : 91.6	101.7	103.4	108.8	111.8	.	102.1	115.0
CCN(CC)CCn1cc(Sc2cccc(OC)c2)c2cc(OC)ccc21
 : 86.8	83.1	86.3	90.0	104.3	81.9	79.5	83.7
Fc1ccc([I+]c2ccc(F)cc2)cc1
 : 67.0	48.2	47.9	30.0	95.8	86.2	.	.
CC/C=C\C[C@H](O)C/C=C1/C(=O)C=C[C@@H]1C/C=C\CCCC(=O)NC(C)C
 : 0.8*	14.4	-46.9*	2.0*	4.9*	46.6	19.9	11.4
CCCCCCC1=C(Br)C(=O)c2nc(C)ccc2C1=O
 : 100.4	83.9	93.9	94.5	98.7	98.4	86.4	74.7
O=C1OCC/C1=C\c1ccc(O)cc1
 : 103.3	106.2	107.1	115.4	121.5	120.7	111.7	90.8
OC(C/C(=N\N1CCCCC1)c1cccs1)(C(F)(F)F)C(F)(F)F
 : 105.9	99.5	96.6	111.8	108.3	105.5	111.2	100.9
Clc1ccc(C(c2c[nH]c3ccc(Br)cc23)N2CCCC2)cc1 (stereo not drawn)
 : 55.8	75.5	87.0	75.0	99.4	74.1	77.8	69.6
COc1cc2nc(Sc3nnc(N)s3)n(Cc3ccccc3)c(=O)c2cc1OC
 : 95.5	110.6	95.3	103.1	115.4	90.3	107.9	91.7
O=C(NC(=S)Nc1cc(-c2ccco2)[nH]n1)c1cccs1
 : 97.5	93.1	102.8	110.5	117.5	118.2	99.6	92.7
Clc1ccc(/C=N/Nc2nc3ccccc3s2)c(Cl)c1
 : 115.3	.	84.7	89.3	114.1	84.8	.	74.4
COC(=O)CNC(=O)[C@H](C)NC(=O)[C@@H]1CCCN1C(=O)CNC(=O)[C@H](C)N
 : 113.9	105.0	104.6	101.8	109.3	104.7	121.8	100.8
COC(=O)/C=C1/Nc2ccccc2SC1C(=O)OC (stereo not drawn)
 : 122.7	97.4	93.4	105.2	134.8	135.8	104.4	100.4
COc1cc(/C=C/C(=O)c2cc(NC(=O)c3ccc4cc(-c5cccc(Cl)c5)ccc4c3)ccc2O)cc(OC)c1OC
 : 93.8	81.5	82.2	85.1	101.3	99.3	93.1	95.7
CCN(CC)c1cc2oc3cc(N)cc(=N)c-3nc2cc1C
 : .	1.6*	-0.5*	38.3	34.3	37.4	26.7	39.0
COc1cnccc1-c1nc2ccc3[nH]ncc3c2c2c1CCCC2
 : 43.3	43.5	31.7	39.6	58.6	-1.0*	68.2	68.4
S=c1[nH]cccc1-c1nnc2n1Nc1nc3ccccc3cc1CS2
 : 100.2	103.2	98.6	102.4	111.4	96.4	92.9	95.4

Part of the list above, as labelled records.
O=C(O)c1cc(O)c2c(c1)[C@@H]([C@H]1c3cc(C(=O)O)cc(O)c3C(=O)c3c(O[C@H]4O[C@H](CO)[C@@H](O)[C@H](O)[C@H]4O)cccc31)c1cccc(O[C@H]3O[C@H](CO)[C@@H](O)[C@H](O)[C@H]3O)c1C2=O
  BT-549 = 92.5 | MCF7 = . | LOX IMVI = 87.4 | MDA-MB-468 = 99.4 | SK-MEL-28 = 108.6 | HS 578T = 91.5 | MDA-MB-231 = 91.1 | T-47D = 96.9

CCOC(=O)c1nn(-c2ccn(C)n2)c(C(=O)OCC)c1N
  BT-549 = 105.2 | MCF7 = 96.3 | LOX IMVI = 97.5 | MDA-MB-468 = 141.8 | SK-MEL-28 = 103.1 | HS 578T = 94.9 | MDA-MB-231 = 94.7 | T-47D = 103.8

Additional compounds.
The line under a structure holds: BT-549	MCF7	LOX IMVI	MDA-MB-468	SK-MEL-28	HS 578T	MDA-MB-231	T-47D
CC1CCCN(/N=N/c2nc3c([nH]2)c(=O)n(C)c(=O)n3C)C1 (stereo not drawn)
 : 92.9	92.1	101.1	117.1	107.5	106.4	97.3	93.4
O=C(O)c1ccc(-n2cc(CNc3ccc(Cl)cc3)c(-c3cc(C(F)(F)F)cc(C(F)(F)F)c3)n2)cc1
 : 111.5	79.3	92.4	108.5	100.9	83.6	98.8	71.3
CCOC(=O)/C(C)=N\NC(C)=O
 : 105.9	98.8	103.8	98.5	105.1	102.1	98.9	101.7
COc1ccc(/C=C(/C(=O)N2CCCC2)c2cc(OC)c(OC)c(OC)c2)cc1
 : 61.1	24.8	54.2	11.6	73.9	27.8	58.5	42.4
N[C@@H](CO)C(=O)O
 : 103.5	103.9	130.4	102.6	107.3	116.8	93.4	96.9
Brc1cccc[n+]1Cc1ccc(C[n+]2ccccc2Br)cc1
 : 94.9	110.3	89.5	106.2	122.4	108.1	106.8	91.9
CCCCNC(=O)Oc1ccc(C(=O)OCCC)cc1
 : 105.6	99.8	105.0	102.9	108.5	116.0	108.4	106.5
CSC(=O)NCCOC(=O)SC
 : 92.1	96.8	99.6	97.6	101.5	.	97.6	101.9
COc1ccc(-c2c(-c3nc4ccccc4s3)c(N)nc3c(C(N)=O)c(Nc4ccc(Cl)cc4)nn23)cc1
 : 107.1	86.6	96.6	115.1	96.2	105.3	94.7	.
C=CCNC(=S)NNc1ccc([N+](=O)[O-])cn1
 : 100.2	88.4	82.0	98.7	106.3	104.8	89.7	112.9
COc1cc(C)c(Cl)cc1C1=NN(c2ccc(S(N)(=O)=O)cc2)C(/C=C/c2ccccc2)C1 (stereo not drawn)
 : 106.9	23.3	51.6	41.2	88.1	86.8	88.4	17.5
CCCCCCCCCCCCCC[n+]1ccccc1
 : -42.4*	2.7*	-72.1*	.	-23.5*	-12.6*	-62.6*	12.7
COc1cc(/C=C/C(=O)C2=C(/C=C/c3ccc(O)c(OC)c3)NC(=O)NC2c2ccc(Cl)cc2)ccc1O (stereo not drawn)
 : 94.1	86.3	106.2	92.5	113.6	87.4	73.6	81.4
COc1cc(/C=N/Nc2ccccc2Cl)cc(OC)c1OC
 : 100.0	75.0	67.5	.	105.6	100.6	83.5	85.1
CCCCCCCCCCCCCCCCCC(=O)OCC
 : 116.1	103.1	96.3	107.0	111.6	107.9	110.2	100.1
O=C(CS(=O)(=O)c1ccc(Br)cc1)Nc1ccccc1C(=O)O
 : 114.9	103.8	92.7	103.7	126.8	107.9	97.7	91.0
O=C(O)CN1C(=O)/C(=C/c2cc3cc4c(cc3nc2Cl)OCCO4)SC1=S
 : 117.2	94.7	93.6	113.3	107.1	94.7	91.5	106.9
O=C(/C=C/c1ccccc1O)c1ccccc1O
 : 70.1	40.3	.	56.4	95.7	85.4	70.4	64.5
O=C(CSc1nc2ccccc2c(=O)[nH]1)NNC(=O)c1ccccc1Br
 : 139.8	87.7	99.2	149.9	128.5	83.3	93.2	92.9
CN1C(=O)/C(=C/c2ccc(C(=O)Nc3ncc(Cc4ccc(F)cc4)s3)cc2)SC1=S
 : 54.9	46.8	15.4	25.2	58.0	37.9	56.2	34.5
Cc1ccccc1NC(=S)Nc1ccccc1
 : .	90.8	89.0	120.0	99.1	100.0	101.3	91.0
O=C1C2C3C=CC(O3)C2C(=O)N1/N=C/c1ccc2c(c1)OCO2 (stereo not drawn)
 : 98.2	121.5	96.6	113.0	133.2	107.5	92.6	112.4
C=CCn1c(SC/C(=N\O)c2ccc(Cl)cc2)nnc1-c1c[nH]c2ccccc12
 : 85.6	86.7	.	56.9	99.9	87.3	76.9	53.5
COc1cccc(C=C2C(=O)OC(C)(C)OC2=O)c1
 : 94.6	99.6	99.5	104.3	110.0	95.3	103.2	76.8
CN(C)c1ccc(C2NNC(=S)N2)cc1 (stereo not drawn)
 : 102.1	93.2	100.1	112.2	102.5	94.5	102.5	86.0
Cc1nn(-c2ccc(F)cc2)c(C)c1N=Nc1ccccc1
 : 92.4	92.0	99.1	95.2	94.4	104.0	100.6	92.8
CC12CCC3c4ccc(O)cc4CCC3C1CCC2=O (stereo not drawn)
 : 89.2	128.3	103.1	96.4	106.4	104.1	83.5	103.4
Nc1c(Cl)cc(S(N)(=O)=O)cc1S(N)(=O)=O
 : .	98.0	101.3	.	108.4	103.9	101.6	106.9
CC(C)c1ccc(O)c(C(C)(C)C)c1
 : .	95.9	98.5	99.6	103.0	92.9	105.3	86.7
O/N=C1/CCCc2ccccc21
 : 92.2	89.9	90.7	104.9	100.0	124.6	82.1	91.3

| SMILES | BT-549 | MCF7 | LOX IMVI | MDA-MB-468 | SK-MEL-28 | HS 578T | MDA-MB-231 | T-47D |
| --- | --- | --- | --- | --- | --- | --- | --- | --- |
| O=c1cc(-c2ccccc2)[nH]c2c1CCCC2 | 53.7 | 17.2 | 37.4 | 39.9 | 52.1 | 16.3 | 33.8 | 22.8 |
| COc1cccc(CC(C)=C(c2ccc(OCCN3CCOCC3)cc2)c2ccc(OCCN3CCOCC3)cc2)c1 | 88.9 | 68.3 | 97.1 | 68.6 | . | 62.9 | 103.9 | 62.9 |
| Cc1cc(C)n(Cc2nnc(SCC(=O)Nc3ccc(S(N)(=O)=O)cc3)n2-c2ccc([N+](=O)[O-])cc2)n1 | 124.1 | 79.4 | 94.6 | 76.6 | 102.5 | 98.3 | 92.2 | 84.1 |
| Nc1nonc1-n1nncc1-c1cccs1 | 96.7 | 100.3 | 99.1 | 102.0 | 112.3 | 106.0 | 124.3 | 93.7 |

Record cards, from the list above. Order of values: BT-549 | MCF7 | LOX IMVI | MDA-MB-468 | SK-MEL-28 | HS 578T | MDA-MB-231 | T-47D
O=c1cc(-c2ccccc2)[nH]c2c1CCCC2 is entered as 53.7 | 17.2 | 37.4 | 39.9 | 52.1 | 16.3 | 33.8 | 22.8
Cc1cc(C)n(Cc2nnc(SCC(=O)Nc3ccc(S(N)(=O)=O)cc3)n2-c2ccc([N+](=O)[O-])cc2)n1 is entered as 124.1 | 79.4 | 94.6 | 76.6 | 102.5 | 98.3 | 92.2 | 84.1
Nc1nonc1-n1nncc1-c1cccs1 is entered as 96.7 | 100.3 | 99.1 | 102.0 | 112.3 | 106.0 | 124.3 | 93.7

Bioassay records deposited in PubChem by NCI.
